# Source: PubChem
# TDP1 cell CPT = qHTS for Inhibitors of human tyrosyl-DNA phosphodiesterase 1 (TDP1): qHTS in cells in presence of CPT. Potency, µM (series often up to 46.2 µM), inactives show top-dose activity change, negative = growth inhibition, actives largely listed as inhibitors. AID 686979, 2013. 12% of 420,000 active. chicken DT40 Tdp1-/-;hTDP1 cells + 20 nM CPT, ATP luminescence, 48 h; active means well fitted inhibition curve with a large enough effect; inconclusive means small, poorly fitted or top-dose-only effect; further: nearly all actives have a fitted effect of over 55% in size
#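 Chicken DT40 Tdp1-/- cells stably complemented with human TDP1 were seeded at 400 cells/well in medium containing 20 nM camptothecin, exposed to pin-transferred compounds, and grown at 37 °C for at least 48 hr. Viability was read as ATP luminescence.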
# Starred values were filed as active, the others as inactive; ? = inconclusive; [ ] = remark or other dose. On the % scale 0 is the no-effect control and ±100 the full control effect; potency means the concentration at half of the fitted maximal effect.
SMILES,TDP1 cell CPT
Nc1ncnc2c1ncn2[C@@H]1O[C@H](C(=O)N2CCC[C@@H]2C(=O)OCc2ccccc2)[C@@H](O)[C@H]1O,?
Cn1ccc2c(-c3ccc(CO)cc3)cc3c(c21)C1CCC3O1 (stereo not given),-104.3%
COCCN(CCOC)Cc1cc(=O)oc2ccc3ccccc3c12,?
Cc1cccc(C)c1NC(=O)C(c1ccccc1OC(F)(F)F)N1CCN(C/C=C/c2ccccc2)CC1 (stereo not given),16.4µM*
COc1ccccc1CNC(=O)Nc1nc(C(N)C(C)C)cs1 (stereo not given),?
CCOc1ccc(CCNC(=O)COC(=O)c2n[nH]c3ccccc23)cc1OCC,?
Cc1ccc(S(=O)(=O)N2CCC(C(=O)OCC(=O)N(Cc3ccccc3)C(C)C)CC2)cc1C,-4.5%
COc1cc(=O)n2c(c1C(=O)NCc1ccc3c(c1)OCO3)CCN(C(=O)c1ccc(C)cc1)CC2,5.6%
COc1ccc(C=CC(=O)c2ccc(OC)c(OC)c2)cc1O,14.6µM*
COCCNC(=O)C1(C)CCCN(C(=O)c2cccc(C#N)c2)C1 (stereo not given),-0.3%
CC1(C)N=C(N)N=C(N)N1c1ccc(OCC(=O)Nc2ccccc2)c(Cl)c1,1.16µM*
C[C@H](CO)N1C[C@H](C)[C@H](CN(C)C(=O)NC2CCCCC2)Oc2cc(-c3cccnc3)ccc2S1(=O)=O,?
COc1ccc(NC(=O)COC(=O)C2COc3ccccc3O2)cc1 (stereo not given),-5.6%
CC(=O)Nc1cccc2cc(S(=O)(=O)O)ccc12,4.3%
CCC(C)[C@H]1CNC(=O)C(=O)N1CCc1cccc(F)c1 (stereo not given in full),-7.4%
COc1ccc(OC2(C)CCN(Cc3ccccc3OC(F)F)C2)cc1 (stereo not given),?
Cc1ccccc1C1(CC(=O)N2CC3(C)CC2CC(C)(C)C3)CC(=O)N(Cc2cccnc2)C1=O (stereo not given),-13.6%[9.04 µM]
CCc1cccc(CC)c1NC(=O)C(CC)Sc1nc2ccsc2c(=O)n1CCC(=O)O (stereo not given),?
Cc1ccc(-c2nc3c4ccccc4ccn3c2Cc2ccccc2C(F)(F)F)cc1,?
CC1=C(C(=O)N(C)C)CC(CC(=O)NC2CCCCC2)C(=O)N1CCCN1CCCC1=O (stereo not given),12.6%
C[C@@H](NC(=O)c1ncn2c1c(=O)[nH]c1ccc(Br)cc12)c1ccccc1,?
N#CC1(NC(=O)CSc2nnc(C3CC3)n2N)CCCCC1,-1.8%
Cc1cc(C)c(NS(=O)(=O)c2ccccc2)c(C)n1,-0.3%
COc1ccc(C(NC(=O)C2CCN(CCOc3ccc(Cl)cc3Cl)CC2)c2ccccn2)cc1 (stereo not given),?
Cc1ccc(C)c(NC(=O)C2(C)CCCN2C(=O)C(C)C)c1 (stereo not given),-18.9%
COc1cc(-c2cc(C)c3c(OC)ccc(OC)c3n2)cc2c1OCCN(C(=O)CCn1ccc(C)n1)C2,13.4%[9.04 µM]
COC(=O)[C@H]1C[C@H](OC(=O)NCc2ccccc2)[C@@]2(O)CN(S(=O)(=O)c3ccc(C)cc3)CC2[C@H]1C(=O)OC (stereo not given in full),-28.5%
CN1CCC(NC(=O)C2(C)CCN2Cc2ccc3ccccc3c2)CC1 (stereo not given),0.1%
COC(=O)c1c(NC(=O)COC(=O)CNC(=O)c2cccc(OC(F)F)c2)sc(C)c1C,-0.7%
CCC(=O)NS(=O)(=O)c1ccc(-c2c(-c3ccccc3)noc2C)cc1,-1.1%
Nc1nc2ccc(Cl)cc2cc1C(=O)NCCc1ccc(Cl)cc1Cl,?
CCCn1cnnc1CNC(=O)[C@H]1O[C@@H](n2ccc(=O)[nH]c2=O)[C@H](O)[C@@H]1O,-14.9%
CC(=O)N[C@H]1[C@H]([C@H](O)[C@H](O)CO)OC(C(=O)O)=C[C@@H]1N=C(N)N,-19.5%
CC(C)(C)NC(=O)C(c1ccnc2ccccc12)n1c(=O)c(-c2ccccc2)nc2ccccc21 (stereo not given),-27.4%
Cc1c(C(=O)NCC2CC2)sc(=O)n1Cc1cccc(F)c1,-13.6%
COc1ccc(CNC(=O)c2ccc(-n3cncn3)c3ccoc23)cc1OC,-0.3%
O=C(O)CCc1nc2ccccc2[nH]1,-3.3%
NC(=O)[C@@H]1CCCN1C(=O)CC1(c2cccc(F)c2)CC(=O)N(C2CCCC2)C1=O (stereo not given in full),0.8%[9.04 µM]
O=C(NCc1ccccc1)C(c1ccc(-c2ccccc2)cc1)n1c(=O)c(-c2ccco2)nc2ccccc21 (stereo not given),?
CN(C1CCCCC1)S(=O)(=O)c1ccc2c(c1)c(=O)c(C(=O)O)cn2C,-19.3%
CCCS(=O)(=O)NC(=O)C1(C)CCCN(C(=O)CCc2cccs2)C1 (stereo not given),-10.3%
O=C(CC[C@H]1O[C@@H](n2ccc(=O)[nH]c2=O)[C@H](O)[C@@H]1O)N[C@H](Cc1ccccc1)C(=O)NCCCc1ccccc1,-6.7%
CCc1cc(C(=O)NCC2Cc3cc(C)cc(-c4cc(C(C)=O)ccc4F)c3O2)n(C)n1 (stereo not given),?
Cc1ccsc1C(=O)N1CCCC1(C)C(=O)NCC(C)C (stereo not given),-9.4%
CCN(CC)c1cc2c(c3c1ccn3C)C1CCC2C1 (stereo not given),25.9µM*

# Entries above that contain an NH in an aromatic ring:
SMILES,TDP1 cell CPT
CCOc1ccc(CCNC(=O)COC(=O)c2n[nH]c3ccccc23)cc1OCC,?
C[C@@H](NC(=O)c1ncn2c1c(=O)[nH]c1ccc(Br)cc12)c1ccccc1,?
CCCn1cnnc1CNC(=O)[C@H]1O[C@@H](n2ccc(=O)[nH]c2=O)[C@H](O)[C@@H]1O,-14.9%
O=C(O)CCc1nc2ccccc2[nH]1,-3.3%
O=C(CC[C@H]1O[C@@H](n2ccc(=O)[nH]c2=O)[C@H](O)[C@@H]1O)N[C@H](Cc1ccccc1)C(=O)NCCCc1ccccc1,-6.7%

# Next compounds:
SMILES,TDP1 cell CPT
CCOc1ccc(/C(O)=C2\C(=O)C(=O)N(c3ccccn3)C2c2ccccc2F)c(C)c1 (stereo not given),?
Cc1nc2cc(NC(=O)[C@@H]3C[C@@H](Sc4ccccn4)CN3Cc3ccc(F)cc3F)ccc2s1,-1.1%[9.04 µM]
CCC1CN(Cc2cn[nH]c2-c2ccccc2)Cc2cc(OC)ccc2O1 (stereo not given),-7.4%[9.04 µM]
CC1CC(C)CN(S(=O)(=O)c2ccc(F)c(C(=O)NC3CCCCC3C)c2)C1 (stereo not given),?
CCCC(=O)N1CCC1(C)C(=O)Nc1ccc(-n2cncn2)cc1 (stereo not given),-0.9%
CCN(CC)c1ncnc2c1ncn2[C@H]1CN(Cc2ccccc2)C[C@@H](COC(C)=O)O1,?
CC1(C(=O)NS(=O)(=O)c2cccc(Cl)c2)CCN1C(=O)Cc1ccc(Cl)cc1Cl (stereo not given),-10.0%
CC(C)N1C(=O)NC2NC(=O)N(C(C)C)C21 (stereo not given),0.7%
Cc1ccc([C@@H]2CC(=O)[C@@H]3CN(S(=O)(=O)c4ccc(C)cc4)[C@H](c4cccc(Cl)c4)C[C@@H]3N2S(=O)(=O)c2ccc(Cl)cc2)cc1,5.3%
CC(C)OC1=CC(=O)OC(c2cccc(Cl)c2)C1 (stereo not given),-21.9%
Cc1ccc2c(c1)CO[C@]21O[C@H](CCO)C[C@H](O)[C@H]1O,-1.0%
CCCCCc1c(-c2ccccc2OC)ncn1CCc1ccccc1OC,5.17µM*
CC1CCCCN1CCCOC(=O)c1ccccc1 (stereo not given),-5.9%
COc1cc(C=C2CCCC(=Cc3ccc(OCC4CO4)c(OC)c3)C2=O)ccc1OCC1CO1 (stereo not given),5.8µM*
O=C(Cc1cccc2c(=O)cc(-c3ccccc3)oc12)OCCN1CCOCC1,-5.3%
O=C(CC[C@H]1O[C@@H](n2cnc3c(NC(=O)c4ccccc4)ncnc32)[C@H](O)[C@@H]1O)NCc1ccc(OC(F)(F)F)cc1,-1.6%
CC(=O)N1CCN(S(=O)(=O)c2cccc(C(=O)OCc3ccc(F)cc3)c2)CC1,?
CCC(c1nnnn1-c1c(C)cccc1C)N1CCN(c2ccccn2)CC1 (stereo not given),?
Cc1ccc2nc(-c3cccc(Cl)c3)c(Cc3ccccc3)n2c1,20.6µM*
CCCCN1C(=O)C(CC(=O)NCC2CCCCC2)CC(C(=O)N(C)C)=C1C (stereo not given),4.1%
CCn1nc(C(=O)Nc2ccc3c(c2)OCCO3)c2ccccc2c1=O,?
COc1ccc(CNC(=O)OC23CN(C(=O)OC(C)C)N(C(=O)OC(C)C)CC2(O)CN(S(=O)(=O)c2ccc(C)cc2)C3)cc1OC (stereo not given),?
CC(=O)c1ccc(F)c(-c2cc(C)cc3c2OC(CNC(=O)c2cnc4ccccn4c2=O)C3)c1 (stereo not given),?
CC(C)N1CCC(C)(C(=O)Nc2cccc(Oc3ccccc3)c2)C1 (stereo not given),?
CNc1cc(-c2ccc(CC#N)cc2)ncn1,-1.7%
COc1ccc2c(c1)-c1nc(-n3ncc(C(=O)NC[C@@H]4CCCN5CCCC[C@H]45)c3C)ncc1CC2,?
Cc1c(C(=O)N(C)Cc2nccs2)sc2ncnc(NCC3CCCO3)c12 (stereo not given),-20.3%
CC1(C(=O)NS(=O)(=O)c2ccccc2Cl)CCN1C(=O)Cc1cccc2ccccc12 (stereo not given),-7.4%
COc1cc(=O)n2c(c1C(=O)NC(C)c1ccco1)CCN(Cc1ccc3nsnc3c1)CC2 (stereo not given),2.7%
COc1ccc(-c2csc(C(C)(O)c3ccncc3)n2)cc1OC (stereo not given),?

# Random excerpt: 3 records from the list.
SMILES,TDP1 cell CPT
COc1cc(=O)n2c(c1C(=O)NC(C)c1ccco1)CCN(Cc1ccc3nsnc3c1)CC2 (stereo not given),2.7%
CNc1cc(-c2ccc(CC#N)cc2)ncn1,-1.7%
CC1(C(=O)NS(=O)(=O)c2ccccc2Cl)CCN1C(=O)Cc1cccc2ccccc12 (stereo not given),-7.4%

# Back to the main list; the 5 compounds before the break are reprinted first.
SMILES,TDP1 cell CPT
COc1ccc2c(c1)-c1nc(-n3ncc(C(=O)NC[C@@H]4CCCN5CCCC[C@H]45)c3C)ncc1CC2,?
Cc1c(C(=O)N(C)Cc2nccs2)sc2ncnc(NCC3CCCO3)c12 (stereo not given),-20.3%
CC1(C(=O)NS(=O)(=O)c2ccccc2Cl)CCN1C(=O)Cc1cccc2ccccc12 (stereo not given),-7.4%
COc1cc(=O)n2c(c1C(=O)NC(C)c1ccco1)CCN(Cc1ccc3nsnc3c1)CC2 (stereo not given),2.7%
COc1ccc(-c2csc(C(C)(O)c3ccncc3)n2)cc1OC (stereo not given),?
CCCNC(=O)C1(C)CCCN(Cc2ccc(-n3ccnc3)cc2)C1 (stereo not given),-23.1%
COc1ccc(CCNC(=O)CC(=O)N/N=C\c2ccc(OCC(N)=O)cc2)cc1OC,18.0%
CCc1nc2ccc(C(=O)NCc3ccc4c(c3)OCO4)cn2c1N(C)C(=O)Cc1ccccc1,-35.8%
Cc1ccccc1C(=O)N1CCc2c(cnc(C)c2CNC(=O)c2ccc3c(c2)OCO3)C1,6.2%[9.04 µM]
CCCCNC(=O)C1(C)CCCCN1C(=O)c1cccc(OC(F)(F)F)c1 (stereo not given),?
CC(C)C[C@@H](CN1CCC[C@H]1CN1C(=O)C(=O)NC[C@@H]1Cc1ccccc1)N1C[C@H](Cc2ccc(O)cc2)N(CC2CCCCC2)C(=O)C1=O,?
CNC(=O)OC1CC2CC1[C@H]1CCCCN1C2=O (stereo not given in full),-3.6%
CCCCN(C(C)=O)c1c(CC)nc2ccc(C(=O)NCCOc3ccc(OC)cc3)cn12,?
O=C(Nc1c(-c2ccc(Cl)cc2)[nH][nH]c1=O)c1ccccc1Cl,-0.8%
C[C@@H]1CN(Cc2ccc3c(c2)CN(Cc2cccc4cccnc24)CCO3)C[C@H](C)O1,0.9%[9.04 µM]
CN(C)CCNc1ncnc2c1ncn2[C@H]1CN(Cc2ccccc2)C[C@@H](CO)O1,?
CCOC(=O)C1=C(C)NC(C)=C(C(=O)OCC)C1c1ccncc1,?
CC(=O)Nc1ccc(CN2C(=O)C(Cc3ccccc3)ON=C2c2ncccc2C)cc1 (stereo not given),?
CN1CCN(C(=O)c2cc3c(c(-c4cccc(Br)c4)n2)[C@H](CCO)N(S(=O)C(C)(C)C)C3)CC1 (stereo not given in full),-20.7%
COc1ccc(S(=O)(=O)Nc2ccc3c(c2)C(=O)N([C@@H](C)CO)C[C@@H](C)[C@H](CN(C)C(=O)CCCN(C)C)OCCCC[C@H](C)O3)cc1,-14.5%
CC(C)n1nnnc1C1c2ccccc2C(=O)N1Cc1cccs1 (stereo not given),-2.1%
CC1(C(=O)Nc2ccc3nc[nH]c3c2)CCN1C(=O)C1(c2ccccc2)CC1 (stereo not given),?
Cc1ccccc1-c1ccc(CN2CCc3nnc(C(NS(C)(=O)=O)C(C)C)n3CC2)cc1 (stereo not given),?
CCC1(C2CCN(Cc3ccccc3Cl)CC2)NC(=O)N(CC2COc3ccccc3O2)C1=O (stereo not given),?
COC(=O)CCCC[C@@H]1O[C@H](CCc2ccccc2)Cc2[nH][nH]c(=O)c21,-18.0%
COC(=O)c1sc(NC(=O)OCc2ccccc2)nc1CCNC(=O)OC(C)(C)C,?
Cc1cccc(C)c1NC(=O)C1c2ccccc2OCC(=O)N1C1CC1 (stereo not given),1.6%
O=NN(Cc1cccnc1)C(=O)NC1CCCCC1,?
O=C(O)C(=O)Nc1cccc(-c2nn[nH]n2)c1,-1.3%
O=S1(=O)C=C[C@H](COCc2ccccc2)N1,-8.0%
C[C@@H]1COc2cccc(N3CCSCC3)c2S(=O)(=O)N1,-18.2%
COCCNc1nc(NCCN2CCNC2=O)c2sc(-c3ccccc3)cc2n1,25.9µM*
COc1ccc(NC(=O)C2Cc3c(-c4cccc(C(N)=O)c4)ccnc3O2)cn1 (stereo not given),10.3µM*

# A portion of the library, so the mix of outcomes need not match the whole.
